Screens deposited in PubChem BioAssay by Icahn School of Medicine at Mount Sinai.
ROC1-CUL1 inh – inhibitors of human ROC1-CUL1 ubiquitin ligase activity. E3 ubiquitin-protein ligase RBX1 (Homo sapiens) + Cullin-1 (Homo sapiens), P62877+Q13616. in vitro K48 di-Ub FRET, acceptor:donor ratio, 45 min. inhibition, % at 10 µM. 140,000 compounds, 0.6% hits. AID 1347404, 2020; in the data active means inhibition above about 25%
Target sequence (P62877 whole entry, looked up): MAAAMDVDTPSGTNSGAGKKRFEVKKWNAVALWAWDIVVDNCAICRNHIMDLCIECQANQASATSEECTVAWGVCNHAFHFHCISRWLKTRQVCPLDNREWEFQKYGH
Target sequence (Q13616 whole entry, looked up): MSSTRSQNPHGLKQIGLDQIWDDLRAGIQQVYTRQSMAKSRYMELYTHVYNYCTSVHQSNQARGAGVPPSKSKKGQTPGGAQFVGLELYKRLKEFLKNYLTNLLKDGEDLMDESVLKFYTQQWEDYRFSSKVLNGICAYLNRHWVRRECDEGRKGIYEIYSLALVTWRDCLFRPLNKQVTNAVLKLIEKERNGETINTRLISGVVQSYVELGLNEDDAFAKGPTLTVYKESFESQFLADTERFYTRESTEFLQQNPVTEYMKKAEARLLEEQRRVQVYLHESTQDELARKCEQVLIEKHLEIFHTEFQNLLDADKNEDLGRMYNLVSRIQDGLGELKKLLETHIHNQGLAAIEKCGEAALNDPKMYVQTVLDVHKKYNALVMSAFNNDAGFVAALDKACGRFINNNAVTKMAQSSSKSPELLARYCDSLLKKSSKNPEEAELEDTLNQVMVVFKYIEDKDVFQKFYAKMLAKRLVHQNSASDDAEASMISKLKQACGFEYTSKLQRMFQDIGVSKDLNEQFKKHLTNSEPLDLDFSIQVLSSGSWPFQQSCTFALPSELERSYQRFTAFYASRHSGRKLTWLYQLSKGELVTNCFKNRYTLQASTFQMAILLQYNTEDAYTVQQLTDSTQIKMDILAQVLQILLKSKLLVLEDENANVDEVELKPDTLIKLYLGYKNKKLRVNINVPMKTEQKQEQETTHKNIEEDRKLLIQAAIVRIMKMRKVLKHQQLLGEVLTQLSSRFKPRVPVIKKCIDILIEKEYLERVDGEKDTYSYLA
Active calls of the source: *. A portion of the library. The share of hits here may be higher or lower than overall.

SMILES | ROC1-CUL1 inh
CN(Cc1cnn(C)c1)c1ccc(C(=O)NCCC2CCCCN2C)cn1 (stereo not given) | 4
Cc1ccccc1NS(=O)(=O)Cc1c(F)cccc1Cl | 3
Cn1cnc([N+](=O)[O-])c1Sc1cc(Cl)c(Cl)cc1Cl | 1
CCOC(=O)CC(NC(=O)Cn1nnc(-c2ccc(C(F)(F)F)cc2)n1)c1ccccc1Cl (stereo not given) | -1
Cc1ccc(Cn2c(C(=O)O)c(CNCc3ccc(OC(C)C)cc3)c3ccc(C)cc32)cc1 | 4
CC(C)(c1ccc(OS(=O)(=O)c2ccc([N+](=O)[O-])cc2)cc1)c1ccc(OS(=O)(=O)c2ccc([N+](=O)[O-])cc2)cc1 | 0
Cc1cccnc1Sc1c([N+](=O)[O-])ncn1C | -1
Cc1cccc(CCn2c(=O)c3ccccc3n(CC(=O)Nc3ccccc3F)c2=O)c1 | -10
CCOc1ccc(N2C(=O)c3n[nH]c(-c4cccs4)c3C2c2cccc(F)c2)cc1 (stereo not given) | 8
O=C(NCCc1csc2nc(-c3ccccc3F)nn12)C(=O)Nc1cc(F)ccc1F | -7
COc1ccc(-c2nn(C)c(C(F)(F)F)c2-c2csc(C)n2)c(O)c1 | 2
CCOC(=O)c1c(C)oc2cc(Br)c(OCc3cccc(OC)c3)cc12 | 12
Cc1ccccc1C(=O)Nc1ccc(NC(=O)c2cccs2)cc1 | -6
O=C(O)c1ccc(Cl)c(-c2ccc(CC3=NC(=O)N(c4cccc(Cl)c4)C3=O)o2)c1 | 19
CC(=O)c1cc2c(cc1NC(=O)CCc1ccccc1)OCO2 | 3
Cc1cc(C)cc(-c2nc3cc(N=Cc4cc(Cl)cc([N+](=O)[O-])c4O)ccc3o2)c1 | 15
CCOC(=O)c1c(NC(=O)CSc2cn(CCNC(=O)c3ccc(OC)cc3)c3ccccc23)sc2c1CCC2 | 5
O=C(Cn1c(=O)nc(-c2ccccc2)c2ccccc21)NCCCc1ccccc1 | -2
C=CCOc1nc(OC)nc(N(C)C)n1 | -1
O=C1OC(N2CCN(c3ccc(F)cc3)CC2)c2ccccc21 (stereo not given) | 0
Cc1ccc(N2CC(c3nc4ccc(C)cc4[nH]3)CC2=O)cc1 (stereo not given) | 2
O=C(Nc1ccccc1C(=O)OCc1cc(=O)n2c3c(sc2n1)CCCC3)c1ccccc1 | -8
COc1cc(/C=C2/C(=N)N3N=C(c4ccco4)SC3=NC2=O)cc(OC)c1OC | 18
COc1cc(C2Nn3c(nnc3-c3ccccc3OC)S2)ccc1O (stereo not given) | -11
COC1CCN(c2ccc(C(=O)N3CCCCC3CCn3cccn3)cn2)CC1 (stereo not given) | 3
COc1cc(C(=O)Nc2ccccc2C#N)cc(OC)c1OC | -4
Cc1ccc(CS(=O)(=O)Nc2cccc(F)c2)cc1 | -1
N#Cc1c(N=C2C(=O)Nc3ccc(Br)cc32)sc2c1CCCC2 | 0
CCOC(=O)c1ccc(Cn2ncc(N3CCCN(C)CC3)cc2=O)o1 | 6
Cc1ccc2nc(-c3ccc(C)c(NC(=O)c4ccc([N+](=O)[O-])o4)c3)oc2c1 | 6
CC1CCCN(C(=O)c2sc3cc([N+](=O)[O-])ccc3c2Cl)C1 (stereo not given) | -1
CSCC(=O)N(CC1CCN(Cc2ccccc2C)CC1)CC1CCCO1 (stereo not given) | 8
COc1ccc(C2NC(=O)N(C)C3=C2C(=O)N(c2ccc(F)cc2)C3)cc1 (stereo not given) | 6
O=C(O)c1cc(Cl)cc(Cl)c1Sc1cccc(Cl)c1Cl | 2
Cc1ccc(SCC(=O)Nc2cccc(-c3nnc(-c4ccc(C)cc4)o3)c2)cc1 | 6
COc1cc(-c2nnc(SCC(=O)Nc3cccc(C#N)c3)o2)cc(OC)c1OC | 5
CCCn1c(C23CC4CC(CC(C4)C2)C3)cn2c3c(=O)n(C)c(=O)n(C)c3nc12 | -2
C=CCn1c(C)cn2c3c(=O)n(CCOC)c(=O)n(C)c3nc12 | 0
O=[N+]([O-])c1ccccc1N/N=C/c1cccnc1 | -2
Cc1nn(C)c2c1c(-c1ccccc1)cc(=O)n2C(C)C(=O)NCc1ccc(F)cc1 (stereo not given) | 8
O=c1cc(Cc2ccc3c(c2)OCO3)nc2cc(C3CCC3)[nH]n12 | 3
O=C(NCc1ccccc1F)C(=O)NCC(c1ccco1)S(=O)(=O)c1ccccc1 (stereo not given) | -2
CC(C)N1CCNC(=O)C1CC(=O)NCCCOc1cccnc1 (stereo not given) | 2
Cc1ccc(NC(=O)COc2ccc(Cl)cc2Cl)cc1F | 0
O=C(NCCC1=CCCCC1)c1ccccc1Cl | 1
O=C(CCc1nnc(-c2ccc3c(c2)OCO3)o1)NCC1CC12CCCCC2 (stereo not given) | 8
Cc1ccc(NC(=O)c2sc3nc4c(cc3c2N)CCC4)c(C)c1 | -5
COc1cc(OC)c(NS(=O)(=O)c2ccccc2)cc1Cl | -6
Cc1ccc(-c2nc(C)c(CCNC(=O)c3cccs3)s2)cc1 | 5
N=C(N)SCc1ccc(Cl)cc1Cl | -4
CC1CCN(S(=O)(=O)Nc2ccc(Br)cc2)CC1 | 1
COC(=O)c1ccccc1NC(=O)c1nc(SCc2ccccc2C)ncc1Cl | -6
O=c1[nH]c(=S)[nH]c2nc3c(c(-c4cccs4)c12)-c1ccccc1CCC3 | 7
CCNC(=O)c1cn(CC(C)C)cc(C(=O)NCc2ccccc2OC)c1=O | -3
CCCCC(CC)CNC(=O)c1ccc2c(=O)n(CCOC)c(=O)[nH]c2c1 (stereo not given) | -7
Cc1nccnc1-c1cccc(-c2ccn(Cc3cccc(C#N)c3)n2)c1 | -4
COc1ccc(C(=O)Nc2ccc(Cl)c(Cl)c2)cc1[N+](=O)[O-] | 4
CCCCOC(=O)c1ccc(NC(=O)CSc2ncn(-c3ccccc3)n2)cc1 | 4
CCC(CC)C(=O)Nc1ncc2c(n1)CC(C)(C)CC2=O | 7
O=C(OCc1ccccc1)C(NC(=S)c1ccccc1)C(=O)OCc1ccccc1 | 3

The listing continues:
SMILES | ROC1-CUL1 inh
Cc1noc(C)c1C(=O)Nc1sc(C(C)C)cc1C(N)=O | 12
FC(F)(F)c1c[nH]c(=S)c(Cl)c1 | 8
CCCCNC(=S)NNC(=O)c1csc2c1CCC(C)C2 (stereo not given) | 1
CC(C)CC(=O)C1CCCN(c2nncc(-c3cccc(Cl)c3)n2)C1 (stereo not given) | 11
N=C1C(=O)Oc2ccccc2C1NC1CCN(Cc2ccccc2)CC1 (stereo not given) | -2
COc1cc(C(=O)N2CCCN(C=O)CC2)ccc1OC1CCN(C2CCCC2)CC1 | 13
O=C1CC(c2cccc(Cl)c2)Cc2nc(N3CCN(CCO)CC3)ncc21 (stereo not given) | 1
CC(C)C(=O)Nc1ccccc1Oc1ccccc1 | -4
O=S(=O)(N=C(Nc1cccc(F)c1)c1ccccc1)c1ccccc1 | -3
Cc1cc(NCc2ccccc2)nc2ccccc12 | 4
CC(=O)c1ccc(NC(=O)CSc2cn(CC(=O)N(C(C)C)C(C)C)c3ccccc23)cc1 | -3
CC1(c2ccncc2)NC(=O)NC1=O (stereo not given) | 6
O=C(Cn1cccn1)NC1CCCN(C2CCCCCC2)C1 (stereo not given) | 3
O=C(c1cccnc1Cl)N1CCN(c2ccccc2)CC1 | 5
O=[N+]([O-])c1ccc(C=Nc2ccc3oc(-c4ccccc4Cl)nc3c2)o1 | -3
COCc1ccc(C(=O)Nc2ccc(-c3nc(CNC(=O)c4cc(C)nc(C)n4)c(C)o3)cc2)o1 | 9
CCCCCOc1ccc([N+](=O)[O-])cc1C(=O)Nc1cc2nc3ccccc3nc2cc1NC(=O)c1cc([N+](=O)[O-])ccc1OCCCCC | 7
C=CCSc1nc2c(c(=O)[nH]1)C1(CCCCC1)Cc1ccccc1-2 | 7
COc1ccc2c(Sc3ccccc3)c(C(=O)NCCCN3CCCCC3)[nH]c2c1 | -8
Cc1sc(NC(=O)Cc2ccc([N+](=O)[O-])cc2)c(C(=O)OC(C)C)c1-c1ccc(CC(C)C)cc1 | -1
COc1ccc(CN2CCN(Cc3ccc(OC)cc3)C2c2ccccc2)cc1 | 2
O=C(NNC1CC(=O)N(c2ccc(Cl)cc2)C1=O)c1cccc(I)c1 (stereo not given) | 5
CCC1CCCCN1C(=O)C1CC(=O)N(c2cc(C)ccc2OC)C1 (stereo not given) | -6
O=C(Nc1ccc(Cl)cc1)c1ccc(Br)cc1 | -5
CCC(O)CNC(=O)CN1Cc2cc(C)ccc2OC(c2ccsc2)C1 (stereo not given) | -1
COc1cccc(/C=N/Nc2nc(-c3ccc(C)cc3)cs2)c1 | -10
CCCOc1cccc(NC(=O)CC)c1 | 0
COC(C(=O)N1CCC(C(Cc2ccccc2)N(C)C(=O)c2ccoc2C)CC1)c1ccccc1 (stereo not given) | -5
O=C(NCCc1cc(=O)[nH]cn1)c1ccc(-c2noc(C3CC3)n2)cc1 | 8
COc1cccc(N2CCN(S(=O)(=O)c3ccc4[nH]c5c(c4c3)CCCC5)CC2)c1 | 8
FC(F)(F)COc1nc(NCc2ccccc2)nc(Nc2ccc(OC(F)(F)F)cc2)n1 | -6
COc1ccc(-c2cnnc(N3CCN(c4ccc(C(C)=O)cc4)CC3)n2)cc1 | 0
Cc1ccccc1N1C(=O)C(=Cc2ccc(N(C)C)cc2)C(=O)N(c2ccccc2C)C1=O | -4
CCOc1ccccc1-c1nc(CN2CCNC(=O)C2CC(=O)OC)c(C)o1 (stereo not given) | 5
CCOC(=O)c1[nH]c(C)c(C(=O)OC)c1C | -1
O=C(CCSCCC(=O)Nc1cccc(F)c1)Nc1cccc(F)c1 | 0
C=CCn1c(SCC(=O)N2CCOCC2)nc2sc(C)c(C)c2c1=O | 6
CC(=O)OC1CCC(=O)C2COC(=O)C12C (stereo not given) | -4
O=C(N/N=C/c1ccccc1F)c1ccccc1[N+](=O)[O-] | 0
CCCCS(=O)(=O)N1CCC(C(=O)Oc2ccc(Cl)cc2)CC1 | 6
CCCc1nc(C(=O)NCC2CCN(c3cnn(C)c(=O)c3)C2)cs1 (stereo not given) | 3
COc1ccc(Cl)cc1NC(=O)C12CCC(C)(c3nc4ccccc4nc31)C2(C)C (stereo not given) | -2
CN1c2ccccc2-c2nc(SCC(=O)Nc3ccccc3C(F)(F)F)ncc2S1(=O)=O | 9
CN(C)c1ccc(NC(=O)CCSc2nc(-c3ccco3)cc(C(F)(F)F)n2)cc1 | 10
Cc1ccc(C(=O)O)cc1NCc1ccc2c(c1)n(C)c(=O)n2C | -5
CC(=O)Nc1ccc(Oc2cc(NC(=O)c3nn4c(C(F)(F)F)cc(-c5cccs5)nc4c3Cl)cc([N+](=O)[O-])c2)cc1 | 7
O=C(CCCc1ccccc1)Nc1cccc(Cl)c1 | 5
Oc1ccccc1-c1nc(/C=C/c2ccc(F)cc2)no1 | -4
O=C(Nc1cc(F)ccc1F)c1sc2ccccc2c1Cl | -1
Cc1cccc(NS(=O)(=O)c2ccc3nc(-c4ccccc4)[nH]c3c2)c1C | 11
O=C(Oc1ccc(-c2ccccc2)cc1)c1ccc(-c2ccc(Cl)cc2)o1 | 11
CCCCN(C)C(=O)c1nc2ccccn2c1CN(C)Cc1ncc(C)[nH]1 | 5
COc1cc(/C=N\NC(=O)CN2CCOCC2)c(Br)cc1OCc1ccccc1C#N | 13
CCc1ccccc1Nc1ncnc2c1nc1n2CCCC1 | -2
O=C(c1cccnc1)N1CCN(Cc2ccc(Cl)c(Cl)c2)CC1 | 9
COc1ccc(-c2nnc(SCC(=O)Nc3ccc(C(C)=O)cc3)nc2-c2ccc(OC)cc2)cc1 | 1
CCOC(=O)C1(Cc2ccc(Cl)cc2)CCN(C(=O)C(=O)C(C)CC)CC1 (stereo not given) | -4
CN1CCC(C(O)c2ccc(F)cc2)CC1 (stereo not given) | 2
Cc1ccc(-c2cn(CC3CCN(Cc4cnc(C)[nH]4)CC3)nn2)cc1 | 13
O=C(CS(=O)(=O)c1ccc(Cl)cc1)Nc1nc2ccc(Br)cc2s1 | -4

Among those listed so far, these have an aryl methoxy group:
SMILES | ROC1-CUL1 inh
COc1ccc(-c2nn(C)c(C(F)(F)F)c2-c2csc(C)n2)c(O)c1 | 2
CCOC(=O)c1c(C)oc2cc(Br)c(OCc3cccc(OC)c3)cc12 | 12
CCOC(=O)c1c(NC(=O)CSc2cn(CCNC(=O)c3ccc(OC)cc3)c3ccccc23)sc2c1CCC2 | 5
C=CCOc1nc(OC)nc(N(C)C)n1 | -1
COc1cc(/C=C2/C(=N)N3N=C(c4ccco4)SC3=NC2=O)cc(OC)c1OC | 18
COc1cc(C2Nn3c(nnc3-c3ccccc3OC)S2)ccc1O (stereo not given) | -11
COc1cc(C(=O)Nc2ccccc2C#N)cc(OC)c1OC | -4
COc1ccc(C2NC(=O)N(C)C3=C2C(=O)N(c2ccc(F)cc2)C3)cc1 (stereo not given) | 6
COc1cc(-c2nnc(SCC(=O)Nc3cccc(C#N)c3)o2)cc(OC)c1OC | 5
COc1cc(OC)c(NS(=O)(=O)c2ccccc2)cc1Cl | -6
CCNC(=O)c1cn(CC(C)C)cc(C(=O)NCc2ccccc2OC)c1=O | -3
COc1ccc(C(=O)Nc2ccc(Cl)c(Cl)c2)cc1[N+](=O)[O-] | 4
COc1cc(C(=O)N2CCCN(C=O)CC2)ccc1OC1CCN(C2CCCC2)CC1 | 13
COc1ccc2c(Sc3ccccc3)c(C(=O)NCCCN3CCCCC3)[nH]c2c1 | -8
COc1ccc(CN2CCN(Cc3ccc(OC)cc3)C2c2ccccc2)cc1 | 2
CCC1CCCCN1C(=O)C1CC(=O)N(c2cc(C)ccc2OC)C1 (stereo not given) | -6
COc1cccc(/C=N/Nc2nc(-c3ccc(C)cc3)cs2)c1 | -10
COc1cccc(N2CCN(S(=O)(=O)c3ccc4[nH]c5c(c4c3)CCCC5)CC2)c1 | 8
COc1ccc(-c2cnnc(N3CCN(c4ccc(C(C)=O)cc4)CC3)n2)cc1 | 0
COc1ccc(Cl)cc1NC(=O)C12CCC(C)(c3nc4ccccc4nc31)C2(C)C (stereo not given) | -2
COc1cc(/C=N\NC(=O)CN2CCOCC2)c(Br)cc1OCc1ccccc1C#N | 13
COc1ccc(-c2nnc(SCC(=O)Nc3ccc(C(C)=O)cc3)nc2-c2ccc(OC)cc2)cc1 | 1
